Screens: PubChem BioAssay, NCI
All columns: NCI-60 one-dose screen, growth in % after 48 h at 10 µM unless noted; 100 = growth as untreated, 0 = no growth, -100 = all killed.
MCF7: MCF7 breast cancer | 6.3% of 82,000 active | AID 1794796
MOLT-4: MOLT-4 leukemia cells; 6.9% of 80,000 active; AID 1794779
MDA-MB-435: MDA-MB-435 melanoma | 7.8% of 82,000 active | AID 1794794
K-562: K-562 leukemia | AID 1794777 | 7.4% of 78,000 active
SR: SR leukemia cells. 8.7% of 73,000 active
RPMI-8226: RPMI-8226 leukemia cells; 7.5% of 77,000 active
MDA-MB-231: MDA-MB-231 breast cancer | 5% of 81,000 active | AID 1794789
MDA-MB-468: MDA-MB-468 breast cancer; 8.5% of 78,000 active
* marks the source's active call; other numbers are inactive results; . = no result given; & = joins results of further samples; [ ] = remark or other dose. The calls were made as follows: active = growth percent below 10; inactive = the rest.

Every second line gives: MCF7, MOLT-4, MDA-MB-435, K-562, SR, RPMI-8226, MDA-MB-231, MDA-MB-468
CNC(=O)C(O)C(Cc1ccccc1)NC(=O)c1[nH]c2ccccc2c(=O)c1C (stereo not drawn)
 : 94, 101, 101, 88, ., 109, 107, 101
N#Cc1c(Cl)nc(SCC(=O)N2CCN(c3cc4c(cc3F)c(=O)c(C(=O)O)cn4C3CC3)CC2)nc1-c1ccc(F)cc1
 : 96, 105, 101, 99, 98, 100, 102, 100
COc1cccc2c1nc1n2C(c2c(F)cccc2F)SC1 (stereo not drawn)
 : 90, 62, 102, 69, ., 69, 100, 92
O=C(/C=C/c1ccccc1)c1ccc(NC(=O)c2ccccc2CN2C(=O)c3ccccc3C2=O)cc1
 : 90, 106, 100, 108, 109, ., 109, 84
Cn1nc(NC(=O)Nc2cc(C(=O)O)n(C)n2)cc1C(=O)O
 : 117, 102, 107, 99, 109, 287, 96, .
C#CCOc1ccccc1C(OC(=O)c1ccc(F)cc1)C(=O)NC(C)(C)C(C)(C)C (stereo not drawn)
 : 82, 56, 98, 88, 74, 77, 83, 82
O=C1CSC(=Nc2cc(Cl)cc(Cl)c2)N1
 : 90, 103, 98, 102, 105, 98, 100, 94
CN1CCN(C(=O)OCc2nc3c(N4CCOCC4)nc(-c4ccccc4)nc3n2C)CC1
 : -64*, -7.0*, -84*, 2.7*, 2.5*, -29*, -86*, -59*
COc1ccc(-c2c(N)n[nH]c2-c2ccc(Cl)cc2O)cc1
 : 90, 72, 93, 76, 54, 43, 99, .
Nc1nc(N)c2c(n1)NC(c1sc(Cl)nc1Cl)CC(c1ccc3c(c1)OCO3)=N2 (stereo not drawn)
 : 26, 25, -9.3*, 17, 17, 27, 49, -13*
CC(=O)c1ccc(Br)c([N+](=O)[O-])c1
 : 94, 97, 101, 90, 95, 97, 117, 112
Nc1nc(-c2ccc(F)cc2)cc(-c2ccc(OCc3nc4ccccc4[nH]3)cc2)n1
 : 79, 73, 81, 76, 67, 64, 95, 40
CC(C(=O)O)N(CCC#N)CCC#N (stereo not drawn)
 : 99, 106, 111, 111, 101, ., 116, 103
CC(=O)c1nn(-c2ccc(S(N)(=O)=O)cc2)c2nc3nccc(-c4cc5ccccc5oc4=O)c3c(=O)n12
 : ., 85, 92, 91, 90, 70, 88, 78
CCOc1ccc(/C=C/C(=O)c2ccccc2)cc1
 : 70, 78, 89, 72, 41, 9.3*, 114, 68
Cn1ccnc1C(=O)/C=C/c1ccc(NC(=O)c2ccc(F)cc2)cc1
 : 18, 17, 43, 15, 8.3*, 11, 22, 12
COc1ccc(NC(=O)Cn2ccc(Nc3ccccc3)cc2=O)cc1
 : 91, 105, 91, 98, 94, 111, 102, 100
Cc1cc(NNc2cc(Br)cc(Br)c2)cc(C)c1Cl
 : 83, 92, 93, 89, 99, 88, 96, 95
O=C(c1ccc(Cl)cc1)C1[C@H](c2ccc(Cl)cc2)[C@@H](c2ccccc2)NC12C(=O)Nc1ccc(Br)cc12 (stereo partly drawn)
 : 16, 6.2*, 35, 17, -5.0*, 18, 37, 46
Cc1c(CC(=O)OCCO)cc(-c2ccc(Cl)cc2)n1-c1ccccc1
 : 93, 91, 99, 70, 91, 72, 95, 89
O=C(COC(=O)c1ccccc1)c1ccc(-c2ccccc2)cc1
 : 93, 103, 105, 101, 101, 97, 99, 95
O=C(CCCl)Nc1cccc(Cn2c(=O)[nH]c3ccc(Oc4ncccn4)cc3c2=O)c1
 : 87, 73, 102, 67, ., 81, 84, 94
Oc1ccccc1/C=N/N=C1c2ccccc2-c2ccccc21
 : 37, 94, 99, 102, 82, 89, 81, 44
CC(C)=NNC(=O)c1ccccc1
 : 93, 95, 104, 98, 90, 112, 99, 100
COc1c(F)ccc(C(=O)Nc2ccc3nc(NC(=O)C4CCCN(S(=O)(=O)c5ccc(C(F)(F)F)cc5)C4)sc3c2)c1F (stereo not drawn)
 : ., 47, 94, 65, 43, 54, 81, 104
COc1ccc(C2=CC(c3cc(OC)c(OC)c(OC)c3)N3C(=O)CSC3=N2)cc1OC (stereo not drawn)
 : 51, 77, 16, 53, 61, 62, 81, 69
O=C(O)c1cc([N+](=O)[O-])ccc1C(=O)OCCCBr
 : 99, 101, 104, 105, 91, 115, 97, 97
NS(=O)(=O)c1ccc(C(=O)N=Nc2c(O)[nH]c3ccccc23)cc1
 : 91, 106, 102, 102, 104, 106, 99, 113
CC1=CC(C)(C)NC(=S)N1c1ccc(S(=O)(=O)O)c2cccc(S(=O)(=O)O)c12
 : 108, 114, 106, 116, 109, 113, 98, 107
Fc1ccc(CSc2ncnc3c2ncn3C2CCCCO2)cc1 (stereo not drawn)
 : 101, 89, 114, 78, 97, 79, 90, 84

A draw from above in order of formula weight, low to high:
Every second line gives: MCF7, MOLT-4, MDA-MB-435, K-562, SR, RPMI-8226, MDA-MB-231, MDA-MB-468
COc1ccc(-c2c(N)n[nH]c2-c2ccc(Cl)cc2O)cc1
 : 90, 72, 93, 76, 54, 43, 99, .
Nc1nc(N)c2c(n1)NC(c1sc(Cl)nc1Cl)CC(c1ccc3c(c1)OCO3)=N2 (stereo not drawn)
 : 26, 25, -9.3*, 17, 17, 27, 49, -13*
O=C(/C=C/c1ccccc1)c1ccc(NC(=O)c2ccccc2CN2C(=O)c3ccccc3C2=O)cc1
 : 90, 106, 100, 108, 109, ., 109, 84

Next results follow:
Every second line gives: MCF7, MOLT-4, MDA-MB-435, K-562, SR, RPMI-8226, MDA-MB-231, MDA-MB-468
COc1ccc(OC)c(N)c1
 : 95, 94, 104, 96, 84, 105, 108, 113
N/C(=N\C(N)=N\c1nc2ccccc2s1)c1c(Cl)cccc1Cl
 : 94, 87, 98, 90, 87, 94, 97, 99
Cc1nc(-c2ccc(N)cc2)ccc1C(=O)N=Nc1c(O)[nH]c2ccc(Br)cc12
 : 94, 114, 103, 104, 95, 97, 103, 101
C(C=C(c1ccccc1)c1ccccc1)=C(c1ccccc1)c1ccccc1
 : 110, 111, 106, 112, 102, 92, 108, 78
CCO/C=N/c1oc(-c2ccccc2)cc1C#N
 : 90, 92, 101, 102, 91, 110, 105, 96
CC(=O)Nn1c(N(N=Cc2cc(-c3ccccc3)cs2)C(C)=O)nn(C(C)=O)c1=S
 : 90, 102, 104, 101, 102, 105, 92, 96
Nc1c(C(=O)Nc2ccccc2Cl)sc2nc3c(cc12)CCCCCCCC3
 : 73, 76, 41, 39, 46, 87, 90, 101
COC(=O)c1nc(N)nc(C(=O)OC)c1C(=O)c1cccc2ccccc12
 : 94, 112, 108, 111, 105, 109, 105, 98
COc1ccc(/C=C2\N=C(c3ccccc3)N(C(=O)c3ccc(Cl)cc3)NC2=O)cc1
 : 78, 49, 88, 92, ., 47, 77, 65
Nc1ccn(C2CC(N)C(CO)O2)c(=O)n1 (stereo not drawn)
 : 67, 31, 84, 84, 54, 31, 94, 101
Brc1ccc([I+]c2ccc(Br)cc2)cc1
 : 7.3*, 20, 19, 9.0*, 3.4*, 7.7*, 15, 22
CCCCCCCCCCCCNC(=S)N/N=C/c1ccccc1O
 : 51, 52, 80, 61, 44, 55, 79, 53
CN(C)CCCC1(c2ccc(F)cc2)OCc2cc(-c3cc4ccccc4s3)ccc21 (stereo not drawn)
 : -53*, -8.1*, -84*, -17*, -15*, -3.2*, -42*, -9.0*
COCCCNc1nc(Cl)nc(NCCCOC)n1
 : 97, 93, 107, 86, 85, 92, 100, 98
COc1ccc(OC)c(C2=NN(c3ccc(S(N)(=O)=O)cc3)C(c3ccc(Cl)cc3)C2)c1 (stereo not drawn)
 : 43, 45, 18, 36, 49, 38, 62, .
OCCn1ccc2nc(Cl)nc(Cl)c21
 : 93, 103, 98, 104, 93, 101, 106, 109
CCN(CC)CCC(C(=O)O)(c1ccccc1)C1(O)CCCCCC1 (stereo not drawn)
 : 94, 101, 106, 103, 102, 105, 91, 103
CNc1cccc([N+](=O)[O-])c1
 : 96, 115, 102, 126, 100, 107, ., 103
CCn1c(-c2ccc(-c3nc4ccc(C)cc4[nH]3)cc2)n[nH]c1=S
 : 91, 75, 98, ., ., 90, 91, 105
Brc1ccc2c(-c3cncn3CCc3ccc4c(c3)OCO4)c[nH]c2c1
 : 83, 91, 98, 71, 78, 62, 81, 78
O=C1CC(c2ccccc2)n2cnc3ncnc(c32)S1 (stereo not drawn)
 : 89, 102, 102, 120, 99, 95, 99, 88
CN(C)c1ccc(/C=C2/C=C(c3ccccc3)OC2=O)cc1
 : 57, 50, 22, 47, 27, 84, 109, -8.4*
N[C@H]1CCC[C@@H]1NCCCCN1C(=O)c2cccc3cccc(c23)C1=O
 : 53, 20, 90, 66, 20, 75, 52, 50
CCC(=O)c1cc2c(cc1CC)C(C)(C)CCC2(C)C
 : 86, 101, 102, 99, 95, ., ., 110
C[C@H](c1nc2ccc(Br)cc2[nH]1)[C@H]1CC[C@H]2[C@@H]3CCC4=CC(=O)CC[C@]4(C)[C@H]3CC[C@]12C
 : 72, 70, 86, 61, 64, 65, 83, 96
COc1cc(C)cc(C(O)Cc2cccc(-c3ccccc3NC(C)=O)n2)c1 (stereo not drawn)
 : 101, 108, 102, 110, 103, 95, 100, 92
CC12OC(c3ccccc3)C(C)(OC1c1ccccc1)O2 (stereo not drawn)
 : 87, 114, 101, 97, ., 88, ., 96
NCc1ccc(S(N)(=O)=O)cc1
 : 94&91&98, 112&99, 117&112&100, 105&110, ., 102&103&96, 110&103&101, 111&116
CC1=CC(C)CC(=O)O1 (stereo not drawn)
 : 99, 110, 106, ., ., 113, 104, 102
Cn1c(=O)c2[nH]c(CCCCCCCc3nc4ccccc4[nH]3)nc2n(C)c1=O
 : 83, 74, 81, 63, 89, ., 82, 38

Remaining list, next part:
| SMILES | MCF7 | MOLT-4 | MDA-MB-435 | K-562 | SR | RPMI-8226 | MDA-MB-231 | MDA-MB-468 |
| --- | --- | --- | --- | --- | --- | --- | --- | --- |
| COc1ccc(-n2c(SCc3n[nH]c(=S)o3)nc3ccc(Cl)cc3c2=O)cc1 | 91 | 111 | 95 | 100 | 103 | 101 | 95 | 83 |
| CN1CCN(c2ccc3nc(-c4c(N)c5c(F)cccc5[nH]c4=O)[nH]c3c2)CC1 | 15&15 | 1.4* | 16&27 | -24* | 2.0* | 54&48 | 52&42 | 102&108 |
| CC(=C/c1ccccc1)/C=C1/NC(=S)N(CN2CCCCCC2)C1=O | 100 | 96 | 110 | 100 | 79 | 94 | 104 | 97 |
| Cc1ccc(C)n1-c1ccsc1C(=O)NNC(=O)CCl | 78 | 93 | 92 | 96 | . | 84 | . | 88 |
| C=C(C)[C@@H]1CC[C@]2(C(=O)N3CCNCC3)CC[C@]3(C)[C@H](CC[C@@H]4[C@@]5(C)CCCNC(C)(C)[C@@H]5CC[C@]43C)[C@@H]12 | 92 | 59 | 87 | 67 | 45 | 52 | 109 | 83 |
| CCN(c1ccc(Cl)cc1)c1nc(-c2ccc(Br)cc2)cs1 | . | 82 | 98 | 94 | 73 | 80 | 90 | 107 |
| Cc1ccc(NC(=O)NNC(=O)c2ccc(-n3cc(-c4ccccc4)nn3)cc2)cc1 | 96 | 105 | 100 | 100 | 101 | 94 | 103 | 105 |
| COc1ccc(-c2cc(-c3cc(OC)ccc3OC)nc3sc(C(=O)c4ccc(Cl)cc4)c(N)c23)cc1 | 89 | . | 101 | 104 | 98 | 92 | 91 | 106 |
| Cc1cc(C)nc(SC2=C(Nc3cccc(C(=O)O)c3)C(=O)N(Cc3ccccc3)C2=O)n1 | 101[30 µM] | 96[30 µM] | 104[30 µM] | 114[30 µM] | 92[30 µM] | 92[30 µM] | 102[30 µM] | . |
| CN(C)CCS(=O)(=O)CCN(C)C | 107 | 104 | 116 | . | . | 108 | 89 | 105 |
| O=C(O)c1ccc(-c2nn(-c3ccc(C(=O)O)cc3)cc2/C=N/NC(=O)c2ccc(F)cc2)cc1 | 99 | 114 | 106 | 110 | 116 | 104 | 94 | 101 |
| O=S(=O)(NCCNc1cc(-c2c(-c3cccc(O)c3)nc3sccn23)ccn1)c1ccc(O)cc1 | 78 | 93 | 94 | 78 | . | 78 | 93 | 85 |
| O=C1/C(=C/c2ccc(O)c(O)c2)SC(=S)N1CCc1ccc(O)cc1 | 94 | 42 | 38 | 49 | 35 | 33 | 68 | 35 |
| COc1cc2cc(Sc3ccc(NC(=O)Nc4ccc(Cl)c(Cl)c4)cc3)c(C)nc2cc1OC | 75 | 38 | 77 | 52 | 53 | 54 | 88 | 55 |

This is a random part of the collection; 15% or so of the library scored in one or more.
